Large T inhibition = TAg ATPase/helicase activity blockers – biochemical (AID 1903); SV40 large T antigen ATPase/helicase inhibition assay; higher % means a stronger effect; 310,000 compounds, 0.39% hits; inhibition, % at 20 µM; hits with a dose series show IC50 in µM; in the data active means a potency from the dose series; inconclusive means inhibition mostly from about 32% at the one dose, without a potency; inactive means the rest, 99 in 100 with inhibition below about 32%; further: strong numbers were not always called active
human PMI inhibitors = MPI inhibition at elevated mannose 6-phosphate – biochemical, fluorescence intensity, high mannose 6-phosphate, primary screen (AID 1220); recombinant PMI enzyme, coupled fluorescence intensity; higher % means a stronger effect; inhibition, % at 20 µM; hits with a dose series show IC50 in µM; 190,000 compounds, 0.66% hits
TNAP activators = human TNAP enzyme activators, primary screen, biochemical, luminescent, no phosphate acceptor, uHTS (AID 1001); purified TNAP, luminescent activation assay, no phosphate acceptor; higher activation fold means a stronger effect; activation fold at 20 µM; hits with a dose series show EC50 in µM; 200,000 compounds, 0.03% hits; in the data active means activation fold from about 3, or a potency from the dose series; inactive means the rest, 99 in 100 with activation fold below about 1.6; further: many of its hits are not listed in these tables
Insulin prom up = MIN6 insulin promoter up-regulation. MIN6 insulin promoter-GFP reporter, high-content imaging; active compounds read high. z-score at 5 µM. 190,000 compounds, 0.3% hits;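 active means z-score above 3 at 5 µM with at least 500 cells counted in the well; inconclusive means wells under 500 cells, flagged as cytotoxic or low count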
West Nile antiviral = inhibition of WNV-induced cytopathic effect – cell-based, CPE readout (AID 1621); 290,000 compounds, 0.02% hits; CPE inhibition, % at 10 µM, or IC50 in µM where a hit was titrated; West Nile virus-infected cells, CPE inhibition; higher % means a stronger effect; in the data active means a potency from the dose series; inconclusive means CPE inhibition mostly from about 3.7% at the one dose, without a potency; inactive means the rest, 99 in 100 with CPE inhibition below about 2.2%; further: strong numbers were not always called active
PhoP inhibition = PhoP-dependent GFP reporter repression – Salmonella Typhimurium, primary screen (AID 1863); S. Typhimurium PhoP-regulated promoter GFP reporter, 4 h; higher % means a stronger effect; inhibition, % at 50 µM; hits with a dose series show IC50 in µM; 300,000 compounds, 0.16% hits;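 active means inhibition over 29.93%, a cutoff 3 SD above the screen mean, later confirmed by dose response; inconclusive means inhibition over 29.93% but no dose response follow-up; inactive means inhibition at most 29.93% or unconfirmed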;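 further: 0% = low Mg2+ inducing control and 100% = high Mg2+ repressing control; strong numbers were not always called active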
CSM14.1 death rescue = protection against thapsigargin-triggered cell killing – 384-well, CSM14.1, ATP luminescence, primary screen (AID 1222) | CSM14.1 thapsigargin-induced death rescue, ATP luminescence; higher % means a stronger effect | cellular ATP content (survival), % at 20 µM; hits with a dose series show EC50 in µM | 190,000 tested, under 10 active;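 active means EC50 below 50 µM in the dose-response confirmation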;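 further: death triggered by thapsigargin at about 15 µM added after 2 h compound pretreatment; cell ATP read after overnight thapsigargin exposure of roughly 18 to 22 hours; normalized against plate controls of thapsigargin alone and 5% DMSO vehicle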
human PMI inhibition = inhibitors of human PMI, primary screen, biochemical, fluorescence intensity, coupled assay (AID 1209) | inhibition, % at 20 µM, or IC50 in µM where a hit was titrated | 190,000 compounds, 0.42% hits | purified PMI enzyme, coupled fluorescence intensity; higher % means a stronger effect;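 further: plate controls were DMSO vehicle for no effect and wells lacking substrate for full effect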
RSV CPE inhibition = inhibition of RSV-induced cytopathic effect – HEp-2 cells, primary 10 µM value included (AID 2391); one-dose CPE inhibition, % at 10 µM; IC50 in µM for titrated hits; 310,000 compounds, 0.13% hits; HEp-2 cells, RSV-induced CPE inhibition; higher % means a stronger effect; in the data active means a potency from the dose series; inconclusive means CPE inhibition mostly from about 23% at the one dose, without a potency; inactive means the rest, 99 in 100 with CPE inhibition below about 21%; further: strong numbers were not always called active
Insulin prom up cell count = also measured in Insulin prom up; calls as there; cell count; measured here: cytotoxicity, nuclei count;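 total cells summed across four imaged fields per well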
* marks the source's active call; other numbers are inactive results; ? = inconclusive; . = no result given. Unless noted, no stated cut-off is given here; in the data, active means inhibition above about 50%; inactive means the rest.

SMILES	Large T inhibition	human PMI inhibitors	TNAP activators	Insulin prom up	Insulin prom up cell count	West Nile antiviral	PhoP inhibition	CSM14.1 death rescue	human PMI inhibition	RSV CPE inhibition
COC(=O)c1cc(-c2ccc(S(=O)(=O)N3CCCCC3)cc2)c(C(F)(F)F)s1	10%	.	.	0.08	1395	-1.4%	4%	.	.	16%
Cc1cn(C2OC(COC(=O)c3ccccc3)C(O)C2Cl)c(=O)[nH]c1=O (centres undefined)	5%	0%	1.1	0.18	1556	0.6%	-5%	1.6%	-15%	-0.9%
COCCNC(=S)N1CCC(C(=O)c2ccc3c(c2)OCCO3)CC1	4%	-8%	1	-1.2	1274	-0.4%	-2%	0.0%	-9%	1.1%
Cc1nnc(SCC(=O)Nc2cccc(C(F)(F)F)c2)[nH]c1=O	4%	1%	1.1	-0.06	1539	0.2%	-12%	1.3%	2%	1.5%
COc1ccc(Br)cc1C1NC(=O)NC(C)=C1C(=O)N(C)C (centres undefined)	10%	-6%	1.1	-1.7	910	-0.1%	25%	-3.5%	1%	1.0%
CN1CCN(c2ccc(NC(=O)c3ccc(Cl)cc3Cl)cc2)CC1	6%	.	.	.	.	0.0%	3%	.	.	-0.8%
COC(=O)C1=C(C)N2C(=O)CSC2=NC1c1ccc2c(c1)OCO2 (centres undefined)	.	-5%	1	0.81	1188	1.2%	.	-1.3%	-5%	3.3%
O=C(Nc1ccccc1NC(=O)c1c(F)cccc1F)c1c(F)cccc1F	2%	.	.	.	.	-0.1%	7%	.	.	1.7%
Fc1ccccc1-c1ccc(/C=N/Nc2nc3ccccc3[nH]2)o1	15%	-27%	1.3	-1	1123	-1.1%	-15%	-12%	-21%	13%
Nc1nc(-c2ccc(Cl)cc2)c(S(=O)(=O)c2ccccc2)s1	9%	-2%	1.1	0.4	1246	-1.5%	5%	.	-1%	7.3%
COc1ccc(S(=O)(=O)N2CCN(C(=O)c3cc(-c4ccc(Br)cc4)n[nH]3)CC2)cc1OC	5%	.	.	.	.	2.1%	1%	.	.	?
COC(=O)C1=C(C)NC(C)=C(C(=O)OC)C1/C=C/c1ccccc1	5%	6%	1.1	0.6	1876	0.7%	-1%	-0.4%	13%	-2.7%
COc1ccc(CCNC(=O)COc2ccc(S(=O)(=O)NC(C)C)cc2Cl)cc1OC	23%	16%	1.1	-0.5	1852	-0.4%	3%	-2.3%	15%	0.9%
CCN(CC)C(=O)CSc1nnc(-c2cc(OC)cc(OC)c2)o1	4%	13%	1.1	0.5	1150	-1.1%	4%	.	18%	-0.6%
COc1cccc(C2=NNC(=NCc3ccccc3)SC2)c1	15%	-6%	1	0.16	1431	-1.0%	-6%	-0.1%	8%	3.5%
C/C(=N\NC(=S)Nc1ccccc1C)c1ccc(O)cc1	26%	32%	1.1	-0.52	1227	1.5%	-2%	0.2%	37%	4.9%
O=C(CCCSc1nc2ccccc2[nH]1)NC1=NCCS1	7%	13%	1.1	2.1	1069	0.0%	16%	0.6%	11%	0.4%
C/C(N)=C(/C#N)C(=O)CSc1nc2ccccc2c(=O)n1CCCO	5%	13%	1.2	-0.18	1332	-0.3%	-12%	-3.3%	9%	1.6%
COc1ccc(C(C)=O)cc1CSc1nnc(Nc2ccc(C)cc2C)s1	3%	15%	1.4	-0.24	1471	-1.7%	-1%	16%	16%	?
Cc1cc(C)c2nc(SCC(=O)NCCC3=CCCCC3)cc(C)c2c1	18%	-74%	0.9	0	1401	-0.9%	-4%	0.3%	-34%	0.9%
Cc1ccc(C(=O)N2CCCC(Nc3ccc(F)c(F)c3)C2)cn1 (centres undefined)	7%	.	.	.	.	-0.4%	-3%	.	.	1.1%
O=S(=O)(c1ccc(Cl)cc1)c1cnc(-c2cccnc2)nc1-c1ccccc1	25%	-2%	1.1	-0.28	1674	0.6%	10%	4.8%	3%	2.2%
CCn1nc(NC(=O)c2ccccn2)c2cc3cc(C)ccc3nc21	2%	17%	1	.	.	0.2%	-12%	-0.6%	12%	2.6%
CCCc1nnc2c(N(C)S(=O)(=O)c3ccccc3)nc3ccccc3n12	5%	4%	1	-0.1	1211	-0.2%	-6%	0.1%	-1%	1.8%
Cc1nc2ccccc2c2oc(C(=O)NCCCN3CCCC(C)C3)cc12 (centres undefined)	12%	.	.	.	.	2.2%	-5%	.	.	-0.7%
CCn1c(CNc2ccc(C)cc2C)nnc1SCC(=O)N1CCCc2ccccc21	13%	-4%	1	1.7	1079	0.2%	-1%	-2.9%	5%	0.4%
Cc1ccc(OCC(=O)NNC(=O)C(=O)N2CCCC2)c(C)c1	-3%	0%	1.8	0.15	1318	0.1%	4%	-1.8%	-6%	2.0%
O=C(NCCCN1CCOCC1)c1cccnc1	-12%	-2%	1.1	-0.05	1257	-0.1%	24%	-6.9%	-8%	1.4%
CCn1cc(C(=O)N[C@H](C(=O)NCCN2CCOCC2)C(C)C)c(=O)c2cc3c(cc21)OCO3	6%	.	.	.	.	0.3%	-4%	.	.	2.8%
O=C(Nc1ccccc1)N(Cc1ccccc1)CC(O)C(F)(F)F (centres undefined)	5%	-2%	1.1	.	.	-0.4%	7%	-4.7%	0%	0.1%
COc1cc(NS(=O)(=O)c2ccc(Br)s2)cc(OC)c1	14%	15%	1.1	-1.3	1244	1.0%	-2%	-3.0%	22%	2.8%
Cc1ccc(C)c(CN2CCC(CNC(=O)CCc3nnc4ccc(N5CCCCC5)nn34)CC2)c1	15%	.	.	.	.	-0.3%	1%	.	.	-1.4%
O=C(OCCN1C(=O)c2ccccc2C1=O)c1cc(=O)[nH]c2ccccc12	-1%	11%	1.1	.	.	0.5%	1%	-0.9%	20%	1.0%
CCOc1ccccc1N1CCN(C(=O)c2cc3c(s2)CCC3)CC1	-6%	-4%	1	-1.7	782	-0.1%	4%	34%	-4%	1.7%
COC(=O)C(C(=O)Nc1nc2ccccc2s1)C1CCCC1 (centres undefined)	1%	6%	1.1	-0.04	1542	-0.6%	-8%	-2.3%	15%	2.7%
Cc1ccc(N(C)S(=O)(=O)c2cccc(C(=O)NC3=NCCS3)c2)cc1	3%	6%	1	-0.45	897	0.2%	-3%	4.1%	8%	11%
COc1cccc(C(=O)CC(C#N)c2ccc(F)cc2)c1 (centres undefined)	7%	.	.	.	.	-0.7%	0%	.	.	2.9%
COC(=O)c1ccccc1NC(=O)NC1CCCCC1	5%	.	.	0.13	1016	1.2%	-5%	.	.	0.8%
Cc1cc(C)cc(OC(C)C(=O)NCCCn2ccnc2)c1 (centres undefined)	11%	.	.	.	.	-0.7%	0%	.	.	-0.1%
Cc1cc(C)c(C#N)c(SC(F)F)n1	-4%	-3%	1.1	-0.06	1530	-0.1%	-8%	-0.1%	0%	0.1%
Cc1ccc(-n2c(SCC(=O)Nc3ncc(Cl)cc3Cl)nc3ccccc32)cc1	-8%	0%	1	0.13	862	0.4%	18%	-3.5%	-2%	1.1µM*
CC(C)CC(=O)N1CCN(C(=O)c2ccc(F)cc2)CC1	20%	.	.	.	.	-0.3%	0%	.	.	1.1%
Cc1cc2oc(=O)cc(CN3CCCCC3)c2cc1C	-3%	.	.	.	.	0.5%	-3%	.	.	4.7%
CCOC(=O)CNc1nc(Cl)nc(Nc2ccc(Cl)cc2)n1	5%	.	.	1.1	769	1.7%	7%	.	.	0.9%
CC(C)n1cc(C(=O)N2CCCC(N3CCN(c4cccc(Cl)c4)CC3)C2)cn1 (centres undefined)	11%	.	.	.	.	-0.6%	5%	.	.	1.2%
NC(=O)c1cc(S(=O)(=O)N2CCOCC2)cs1	7%	.	.	.	.	0.6%	-6%	.	.	3.1%
COc1ccc(C(=O)CN2Cc3ccccc3C2=N)cc1	15%	.	.	-0.44	1009	0.0%	10%	.	.	-2.9%
COc1cccc(C2C(C(C)=O)=C(O)C(=O)N2CCNCCO)c1 (centres undefined)	47%	.	1.1	0.04	1003	0.3%	0%	0.5%	.	0.5%
COc1ccc(/C=C(\NC(=O)c2ccc(Cl)cc2)C(=O)NCCCN2CCOCC2)cc1OC	10%	.	.	.	.	0.2%	-3%	.	.	0.8%
CCN(CC)CCCNC(=O)c1c(O)c2c([nH]c1=O)CCCC2	2%	11%	1	0.08	1135	-0.6%	-5%	-3.0%	3%	-1.9%

Reformatted with two lines to a compound: two of the compounds above.
Under each structure – Large T inhibition | human PMI inhibitors | TNAP activators | Insulin prom up | Insulin prom up cell count | West Nile antiviral | PhoP inhibition | CSM14.1 death rescue | human PMI inhibition | RSV CPE inhibition
CC(C)CC(=O)N1CCN(C(=O)c2ccc(F)cc2)CC1
 : 20% | . | . | . | . | -0.3% | 0% | . | . | 1.1%
Cc1cc2oc(=O)cc(CN3CCCCC3)c2cc1C
 : -3% | . | . | . | . | 0.5% | -3% | . | . | 4.7%

Entries of single compounds as entered above. Screens in order: Large T inhibition	human PMI inhibitors	TNAP activators	Insulin prom up	Insulin prom up cell count	West Nile antiviral	PhoP inhibition	CSM14.1 death rescue	human PMI inhibition	RSV CPE inhibition
CCN(CC)CCCNC(=O)c1c(O)c2c([nH]c1=O)CCCC2 reads 2%	11%	1	0.08	1135	-0.6%	-5%	-3.0%	3%	-1.9%
Cc1cc2oc(=O)cc(CN3CCCCC3)c2cc1C reads -3%	.	.	.	.	0.5%	-3%	.	.	4.7%

The list continues.
SMILES	Large T inhibition	human PMI inhibitors	TNAP activators	Insulin prom up	Insulin prom up cell count	West Nile antiviral	PhoP inhibition	CSM14.1 death rescue	human PMI inhibition	RSV CPE inhibition
N#CC12CCCCC1CC1CCCCC1(C#N)N2Cc1cccnc1 (centres undefined)	10%	2%	0.9	0.25	957	0.5%	5%	-2.6%	8%	-0.2%
COc1ccc(Cl)cc1C(=O)CSc1nnnn1C1CCCCC1	1%	13%	1	0.45	1737	-0.1%	0%	0.4%	15%	8.0%
CCCCn1c(SCC(=O)c2cc(OC)ccc2OC)nc2cc(S(N)(=O)=O)ccc21	-6%	35%	1	0.76	1201	-0.2%	19%	-1.5%	4%	0.1%
CC(C)(C)N(Cc1ccccc1)C(=O)c1ccncc1	5%	.	.	.	.	0.0%	3%	.	.	0.0%
CC1CCCCC12NC(=O)N(CC(=O)Nc1ccc(S(=O)(=O)N3CCOCC3)cc1)C2=O (centres undefined)	2%	-8%	1.1	0.08	830	-0.3%	-1%	-0.2%	-2%	0.7%
CNCc1cc2ccc(C)cc2[nH]c1=O	0%	23%	1.1	0.02	1162	0.3%	3%	0.1%	32%	-0.8%
Cc1nc(S/C(=C/c2ccc(-c3cccc(Cl)c3)o2)C(=O)O)n[nH]1	9%	-6%	2.3	.	.	.	-24%	5.3%	-10%	0.6%
O=C(O)c1ccc(S(=O)(=O)NC2CCCCC2)cc1	6%	8%	1.1	0.9	1240	0.1%	-17%	1.6%	0%	0.4%
CC(C)c1csc(CN2CCC(CCC(=O)NCC3CCCO3)CC2)n1 (centres undefined)	1%	.	.	.	.	0.1%	1%	.	.	1.0%
CC(c1ccon1)N(C)Cc1cn[nH]c1-c1ccc(-c2ccccc2)cc1 (centres undefined)	5%	17%	1.1	0.02	1508	0.6%	-7%	0.7%	22%	?
Cc1onc(-c2ccccc2)c1C(=O)N1CCN(S(=O)(=O)c2ccccc2Br)CC1	8%	.	.	.	.	-0.8%	-3%	.	.	4.5%

From PubChem

An unsorted share of the library; any-hit rate near 1.5%.
